KB-3-1 tox: KB-3-1 parental cell cytotoxicity; KB-3-1 viability, CellTiter-Glo ATP luminescence, 72 h; Potency, µM (titrated, usually from 46.1 µM), without a hit: at the top dose activity change, negative = cytotoxic, usual class: cytotoxic; 1.4% of 400,000 active; also: potency is read from the fitted curve at half-maximal effect; % is scaled to controls: 0 for no effect and ±100 for the full control effect; nearly all actives have a fitted effect of over 60% in size
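Screening of KB-3-1 cells (DMEM, 10% FBS, phenol-red free) ran from lowest to highest compound concentration; after 72 h at 37 °C viability was read luminescently and curves fitted.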
IL1B secr inh: blocks inflammasome-driven IL-1 beta release; 4.7% of 360,000 active; THP-1 LPS/ATP IL-1B secretion, AlphaLISA, 16 h; hits give low values; activity change, % at 57.5 µM; in the data active = activity change below about -50%; inconclusive = mostly about -30% to -49%; also: % is scaled to controls: 0 for no effect and ±100 for the full control effect
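THP-1 cells pretreated 1 hr with compounds (up to 57.5 uM final), then stimulated with LPS (250 ng/mL final) plus ATP (1.25 mM final); secreted IL-1B measured by AlphaLISA after 16 hr, decreased signal indicating inhibition.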
KB-V1 cytotox: KB-V1 MDR subline cytotoxicity | KB-V1 MDR cells viability, CellTiter-Glo, 72 h | Potency, µM (series often up to 46.1 µM), inactives show at the highest dose activity change, negative = cytotoxicity, usual class: cytotoxic | 3.4% of 400,000 active; also: potency is read from the fitted curve at half-maximal effect; % is scaled to controls: 0 for no effect and ±100 for the full control effect; nearly all actives have a fitted effect of over 60% in size
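Drug-selected KB-V1 cells, grown in DMEM lacking phenol red with 10% FBS, receive compound titrations; after three days at 37 degrees C, surviving cell ATP is quantified by CellTiter-Glo luminescence and responses normalized and curve-fitted.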
HT1080-NT tox: kills 2HG-producing HT-1080-NT fibrosarcoma cells. HT-1080-NT fibrosarcoma viability, CellTiter-Glo ATP luminescence, 48 h. Potency, µM (doses to about 46.1 µM), for inactives: at the highest dose activity, negative = less viability, usual class: cytotoxic. 1.6% of 360,000 active;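 also: NT is the 2HG producing partner of a matched IDH1 knockdown line; potency is read from the fitted curve at half-maximal effect; 0% = DMSO-treated cells and -100% = media-only wells without cells; nearly all actives have a fitted effect of over 55% in size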
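A 48-hour cytotoxicity screen used HT-1080-NT cells plated 2 hours before compound delivery. ATP-based CellTiter-Glo luminescence measured viability, normalized to DMSO and no-cell controls.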
HT1080 IDH1KD tx: kills HT-1080 cells with IDH1 knockdown. 2% of 360,000 active. Potency, µM (titrated, usually from 46.1 µM), for the others: top-dose activity, negative = toxicity, most hits filed as cytotoxic. AID 686971. HT-1080 IDH1 knockdown viability, ATP luminescence, 48 h;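 also: potency is read from the fitted curve at half-maximal effect; 0% = DMSO wells and -100% = cell-free medium wells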
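Knockdown cells (IDH1KD HT-1080) received compounds 2 h after plating at 750 cells/well and were kept 48 h at 37 °C in 5% FBS RPMI. A CellTiter-Glo luminescence read gave % activity for curve fitting.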
ATXN viability: cell viability loss in ATXN counter-screen; 0.49% of 400,000 active; Potency, µM (titrated, usually from 56.7 µM), hits mostly cytotoxic; S2 cells (HEK-293 line with an ATXN2-luciferase reporter) viability, CellTiter-Fluor protease fluorescence, 24 h; AID 651635; also: potency is read from the fitted curve at half-maximal effect; nearly all actives have a fitted effect of over 40% in size
MCF10A rereplic: DNA re-replication induction in MCF 10a cells; MCF 10A DNA re-replication, Hoechst nuclear intensity, 48 h; Potency, µM (highest dose often 46.1 µM), for the others: top-dose activity, positive = re-replication, usual class: activators; 2.9% of 350,000 active; also: potency is read from the fitted curve at half-maximal effect; % of control where 0% means no effect; nearly all actives have a fitted effect of over 50% in size
SW480 rereplic: DNA re-replication induction in SW480 cells | Potency, µM (series often up to 46.1 µM), without a hit: at the top dose re-replication activation, hits mostly activators | 1.8% of 340,000 active | SW480 DNA re-replication, Hoechst DNA content imaging, 48 h; also: potency is read from the fitted curve at half-maximal effect; % of control where 0% means no effect; nearly all actives have a fitted effect of over 55% in size
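250 cells/well; 23 nL cpd via pin tool; 48 hr, 37 C, 5% CO2; Hoechst 40 min; imager read of total nuclear intensity, ex 405/em 500-530 nm.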
ATXN2 expr inh: inhibitors of ATXN2 expression. 0.72% of 360,000 active. AID 1745845. Potency, µM (doses to about 57 µM), for inactives: top-dose activity change, negative = inhibition, most hits filed as inhibitors. HEK-293 ATXN2-luciferase reporter, luminescence, 24 h; also: potency is read from the fitted curve at half-maximal effect; % is scaled to controls: 0 for no effect and ±100 for the full control effect; nearly all actives have a fitted effect of over 55% in size
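qHTS (up to 57 uM final) was run with 24 h compound exposure of reporter cells at 37 °C. Each well was multiplexed: SteadyGlo luminescence measured ATXN2-luciferase expression after a fluorogenic Gly-Phe-AFC viability readout (25 uM final).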
Numbers without * were called inactive; i = inactive; ? = inconclusive; . = no result given; & = joins results of further samples; [ ] = another dose, or the depositor's remark. Unless noted, calls follow the shape of the dose curve; as a rule, active = well fitted curve in the direction sought with a large enough effect; inconclusive = small, poorly fitted or top-dose-only effect, or another doubt; inactive = no such curve, though single readings can be large; an effect the other way counts as inactive or inconclusive. Compounds as they come. About 11% of those tested had a hit in this group.

cpd	molecule	SW480 rereplic	HT1080-NT tox	KB-3-1 tox	ATXN2 expr inh	KB-V1 cytotox	ATXN viability	HT1080 IDH1KD tx	IL1B secr inh	MCF10A rereplic
1	CC(OC(=O)Cc1c[nH]c2ccccc12)C(=O)NC1CCCCC1C (stereo not given)	1%	2%	14%	-15%	-1%	i	4%	-3	-2%
2	COc1ccc(-c2nnc(SCC(=O)NC3CCCc4ccccc43)n2N)cc1 (stereo not given)	10%	15%	1%	6%	2%	i	12%	13	-3%
3	COc1ccc(NC(=O)c2nc[nH]c2C(=O)N2CCC(C)CC2)cc1	-1%	4%	-12%	1%	?	i	14%	-8	11%
4	NC(N)=Nc1nc(CSCC/C(N)=N/S(N)(=O)=O)cs1	?	-1%	0%	6%&7%	?	i	1%	-18	6%
5	COc1ccc(/C=N/NC(=O)c2ccc(Br)cc2)c(OC)c1	7%	2%	0%	0%	21%	i	4%	4	1%
6	CCN(CC)S(=O)(=O)c1ccc2[nH]cc(C(=O)NCCN3CCCCC3C)c(=O)c2c1 (stereo not given)	-8%	5%	-1%	1%	-2%	?	11%	-12	5%
7	CN(C)Cc1cc(CCNC(=O)c2ccc(Cl)cc2)ccc1O	-7%	4%	-4%	-16%	-10%	?	11%[9.24 µM]	0	0%
8	CCCSc1nc2cc(OC)c(OC)cc2c(=N)n1CCCN1CCOCC1	12%	15µM*	-6%	?	?	i	?	-52*	6%
9	Cc1ccsc1C1C(C#N)=C(N)N(N(C)C)C2=C1C(=O)CC(C)(C)C2 (stereo not given)	-51%[inhibitor][1.84 µM]	-4%	-8%	3%	0%	i	-14%	-2	?
10	S=C1NCN(CCc2ccccc2)CN1Cc1ccccc1	-6%	-5%	0%	.	-3%	i	3%	-2	-1%
11	CCOc1ccc(C(=O)NC2CCN(C(=O)Nc3ccccc3OC)CC2)cc1	-7%	0%	-2%	-16%	-7%	?	8%	0	1%
12	CNC(=O)OCc1nc(SC2CCCCO2)n(C)c1COC(=O)NC (stereo not given)	.	8%	7%	9%	-13%	i	0%	-1	.
13	CC1=C(C(=O)Nc2ccccc2)C(c2ccccn2)n2nc(SCc3ccccc3Cl)nc2N1 (stereo not given)	.	.	2%	-6%	18%	i	.	.	.
14	O=C(NC(=S)NCCSc1ccccc1)c1cccnc1	-30%[inhibitor]	20%	0%	11%	-8%	i	15%	16	23%
15	CNC(=O)c1c(NC(=O)c2cccc(C)c2)sc2c1CCC2	?	-16%	3%	36%[activator]	0%	i	-11%	.	10%
16	O=C(CCN1CCN(c2ccccc2)CC1)Nc1nccs1	-4%	10%	-4%	32%	-2%	i	13%	0	3%
17	N#CCOc1nc(N2CCCCC2)nc(N2CCCCC2)n1	-30%[inhibitor]	-12%	-7%	.	12%	i	-1%	-3	?
18	Cc1cc2nc(-c3ccco3)c(Cc3ccccc3C(F)(F)F)n2c(C)c1Br	.	4%	-16%	0%	?	.	2%	0	.
19	O=C(NN1CCOCC1)c1ccc(Cl)cc1[N+](=O)[O-]	-7%	-1%	15%	-11%	18%	i	17%	7	1%
20	Cc1oc(CC(C)C)cc1C(=O)NCCCC(=O)O	-4%	-2%	-3%	3%	-8%	.	0%	0	-2%
21	CN(CC(=O)Nc1ccc(F)cc1)C(=O)c1ccc(OCc2ccccc2)cc1	1%	-7%	-8%	-14%	-12%	i	-16%	5	14%
22	O=C(NC(=S)N1CCN(c2ccc(O)cc2)CC1)c1cccs1	?	-10%	8%	.	6%	i	?	23	?
23	Cc1cc(C)n(C(=O)c2ccc(S(=O)(=O)NCC3CCCO3)cc2)n1 (stereo not given)	?	-5%	0%	-24%	0%	i	-13%	-12	13%
24	O=C(O)/C=C/C(=O)Nc1cccc2c1-c1ccccc1C2=O	8%	?	1%	-13%	-13%	i	?	16	?
25	CCNc1nc(NCC)nc(N(C#N)CCOc2ccccc2)n1	-1%	1%	8%	-11%	0%	i	-4%	-6	1%
26	Cc1ccc(S(=O)(=O)N2CCN(C(=O)Cc3ccsc3)CC2)c(C)c1	-2%	4%	-2%	-4%	?	i	-1%	-12	13%
27	Cc1cc(NC(=O)C(=O)NCCN2CCN(S(C)(=O)=O)CC2)ccc1Br	-3%	0%	2%	14%	-2%	i	-7%	-2	-10%
28	CNC(C)C#Cc1ccc2sc3cccc(OC)c3c(=O)c2c1 (stereo not given)	7.3µM*	-2%	-3%	-27%	-4%	i	5%	-80*	?
29	CC(=NNC(=O)C(C)SC(C)C(=O)NN=C(C)c1cccnc1)c1cccnc1 (stereo not given)	1%	15%	5%	1%	19%	i	9%	21	0%
30	COc1ccc(N2C(=O)CC(NNC(=O)c3ccco3)C2=O)cc1 (stereo not given)	9%	5%	4%	?	2%	i	2%	15	6%
31	Cc1cccc(CS(=O)(=O)c2ncc(CO)n2C)c1	-4%	0%	1%	.	7%	i	11%	-5	5%
32	C[C@@H]1CN([C@H](C)CO)C(=O)c2cc(C#CC3CCCCC3)cnc2O[C@H]1CN(C)Cc1cccnc1	.	-17%	?	11%	10%	i	-1%	-13	.
33	C[C@@H]1CC[C@]2(C(=O)O)CC[C@]3(C)C(=CCC4[C@@]5(C)CC[C@H](O)[C@@](C)(C(=O)O)C5CC[C@]43C)C2[C@]1(C)O (stereo not given in full)	-8%	0%	2%	6%	21%	i	3%	22	-23%
34	Cc1cc(C)cc(N(CC(=O)NCCc2ccc(Cl)cc2)S(=O)(=O)c2c(C)noc2C)c1	.	.	2%	5%	-2%	i	.	.	.
35	Cc1cc2oc(C(=O)N3CCN(Cc4ccccc4)CC3)c(C)c2cc1C	-14%	2%	-11%	13%	6%	i	-6%	-15	?
36	CC(=O)c1ccc(NC(=O)c2sc3nc(N4CCOCC4)c4c(c3c2N)CCCC4)cc1	?	0%	3%	.	-19%	i	1%	-8	2.3µM*
37	CC1CCN(c2ccc([N+](=O)[O-])cc2C(=O)N2CCOCC2)CC1	0%	0%	.	-1%	.	i	-1%	-3	3%
38	CCC(C(=O)O)N1C(=O)c2ccccc2C1=O (stereo not given)	-2%	?	9%	-1%	9%	i	13%	6	-6%
39	CCOC(=O)c1c(/N=C/c2cc(C)ccc2O)sc2c1CCC2	-3%	-3%	6%	-5%	15%	i	-9%	7	5%
40	Cc1occc1-c1nnc(SCC(=O)Nc2ccc(F)cc2)n1C	-8%	27%	-3%	-12%	-28%	i	19%	-12	-7%
41	COC(=O)C(Cc1cnc(Cl)s1)(C(=O)OC)c1ccc([N+](=O)[O-])cc1	-1%	-10%	3%	-12%	?	i	-1%	-6	-10%
42	O=C(C[C@@H]1C/C=C/CCCC(=O)O[C@H](c2ccccc2)CNC1=O)N[C@H](CO)Cc1ccccc1	0%	2%	16%	5%	8%	i	1%	5	-20%
43	CCOc1ccccc1CN1CCN(Cc2csc(C(C)=O)c2)CC1CCO (stereo not given)	-36%[inhibitor]	6%	3%	-3%	-11%	i	-12%	46	0%
44	C[C@@H]1CN([C@H](C)CO)C(=O)c2cc(NC(=O)Nc3ccc(F)cc3)ccc2O[C@@H](C)CCCCO[C@H]1CN(C)S(=O)(=O)c1ccc(Cl)cc1	.	-26%	-3%	-4%	-6%	i	-20%	.	.
45	Cc1ccc2[nH]c(=O)c3cc(C(=O)NCCc4ccc(Cl)cc4)sc3c2c1	.	.	1%	-13%	-9%	i	.	.	.
46	CNC(=O)CSc1nnnn1-c1ccc2c(c1)OCCO2	-7%	-4%	10%	3%	22%	i	6%	-2	-8%
47	CCOC(=O)C(/C(N)=N/C(=O)Nc1ccccc1)=C(\C)O	-3%	2%	0%	-10%	?	i	3%	-2	-6%
48	COc1ccc(NC(=O)Cn2nnc(C(=O)NCc3cccs3)c2N)cc1OC	-13%	-23%	-3%	-8%	27%	i	?	27	1%
49	CCCCn1c(CCNC(=O)c2ccco2)nc2ccccc21	-8%	0%	?	-9%	-19%	i	-7%	4	?
50	CCCc1nc(NCc2ccccc2)c(C#N)c2c1CCCC2	-14%	-11%	-5%	13%	-22%	i	14%	-27	-2%
51	COc1ccc(C(=O)N/N=C/c2cc3ccccc3[nH]c2=O)cc1	0%	-20%	5%	-12%	4%	.	7%	5	1%
52	Cc1ccc(/C=C2/SC(=S)N(c3ccc(S(=O)(=O)Nc4nccs4)cc3)C2=O)cc1	-6%	-26%	2%	-30%	-25%	i	?	.	13%
53	O=C(CN1CCN(c2ccc(O)cc2)CC1)Nc1cc([N+](=O)[O-])ccc1Cl	2%	4%	6%	-22%	8.2µM*	?	10%	-6	-2%
54	O=c1c2ccccc2oc2nc3n(c(=O)c12)CCCS3	7%	7%	0%	1%	-13%	i	-10%	13	?
55	Cc1nn(Cc2ccccc2Cl)c(C)c1NC(=O)c1nc2ncccn2n1	0%[9.22 µM]	0%	16%	-1%	3%	i	-2%	9	5%
56	COc1ccccc1CNC(=O)N1CCN(S(=O)(=O)c2ccccc2)CC1	-53%[inhibitor]	3%	-3%	-10%	-1%	i	6%	-9	9%
57	COc1ccccc1NC(=O)C1=C(C)NC(=O)NC1c1ccco1 (stereo not given)	-24%	-1%	3%	.	9%	i	8%	14	-1%
58	CCN(CC(=O)Nc1cc(Cl)ccc1C)C(=O)Cc1sc(C)nc1-c1ccc(F)cc1	?	-19%	-11%	-17%	0%	i	-3%	-26	1%
59	Cc1ccc(SCC(=O)NCC2CCCO2)cc1 (stereo not given)	-230%[1.84 µM]	14%	13%	14%	15%	i	7%	4	-1%
